# RAD54 branch: inhibitors of human RAD54 branch migration | RAD54 Holliday junction branch migration, FAM/BHQ fluorescence | Q92698 | 0.14% of 360,000 active | inhibition, % at 10.4 µM;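 active = mean normalized replicate activity at least 40 and at least half of replicates scoring 40 or more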;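 note: 0% = median of neutral control wells and 100% = median of positive control wells; inhibitors cause a drop in the FAM fluorescence signal; in these data hits start at about 50%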
# Target sequence (Q92698 whole entry, looked up): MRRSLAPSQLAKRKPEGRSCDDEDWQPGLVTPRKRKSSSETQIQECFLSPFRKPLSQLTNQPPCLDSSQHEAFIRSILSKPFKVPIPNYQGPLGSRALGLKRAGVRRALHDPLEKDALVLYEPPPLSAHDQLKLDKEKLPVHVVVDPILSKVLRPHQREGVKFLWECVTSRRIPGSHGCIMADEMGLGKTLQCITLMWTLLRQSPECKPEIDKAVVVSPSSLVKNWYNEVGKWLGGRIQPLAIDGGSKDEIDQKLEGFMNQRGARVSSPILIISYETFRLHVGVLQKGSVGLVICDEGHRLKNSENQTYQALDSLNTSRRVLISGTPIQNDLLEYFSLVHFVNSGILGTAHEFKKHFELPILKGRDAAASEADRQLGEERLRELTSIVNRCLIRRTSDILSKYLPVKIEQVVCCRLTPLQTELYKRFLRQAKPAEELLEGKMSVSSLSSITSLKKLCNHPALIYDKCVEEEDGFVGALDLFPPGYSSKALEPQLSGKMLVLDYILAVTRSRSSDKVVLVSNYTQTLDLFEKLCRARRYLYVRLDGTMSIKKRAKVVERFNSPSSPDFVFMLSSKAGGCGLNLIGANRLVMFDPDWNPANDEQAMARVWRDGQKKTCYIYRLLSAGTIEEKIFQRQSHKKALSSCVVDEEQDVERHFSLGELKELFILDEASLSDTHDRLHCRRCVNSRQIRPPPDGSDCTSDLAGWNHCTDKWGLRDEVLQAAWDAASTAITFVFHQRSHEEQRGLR
# Xi reactivation: reactivates the inactive X chromosome in mouse fibroblasts. XiGFP mouse fibroblasts, % GFP-positive cells imaging, 3 d; cells co-treated with 5-aza-dC sensitizer; scaled so ellipticine positive control = 100%. activation, % at 7.58 µM. 0.055% of 360,000 active. AID 743238;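 active = mean normalized replicate activation at least 10% and every replicate at or above 10%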;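 note: 0% = median of on-plate neutral control wells and 100% = ellipticine 6 µM median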
#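 Material: XiGFP fibroblasts, SV40-immortalized. Buffer or medium: DMEM plus 5-aza-dC sensitizer. Compound: single concentration per compound, delivered by pin transfer. Times: 3 days compound exposure. Controls: ellipticine 6 µM.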
# ARNT-TACC3 inh: disruptors of human ARNT/TACC3 interaction | inhibition, % at 9.99 µM | 0.66% of 390,000 active | Q9Y6A5 | AlphaScreen His-ARNT PAS-B/GST-TACC3 binding, luminescence; TACC3 fragment carries E629A point mutation;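 active = mean inhibition of replicates at least 50% and at least half of replicates each reaching 50%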;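 note: 0% = complete ARNT plus TACC3 wells and 100% = ARNT alone without TACC3; many hits fall short of the cut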
# ERAP1 inh: inhibitors of human ERAP1 aminopeptidase. Q9NZ08. recombinant ERAP1, Leu-AMC fluorescence, 60 min. inhibition, % at 10.7 µM. 0.15% of 340,000 active. AID 652197;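 active = mean replicate inhibition of at least 30%, or all replicates individually reaching that 30% level; inactive = mean below 30% and not every replicate reaching it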;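 note: 0% = neutral control wells and 100% = L-leucinethiol positive control wells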
# esBAF inh: blocks esBAF chromatin remodeling in mouse ES cells | reporter increase, % at 12.5 µM | 2% of 350,000 active | AID 602393 | Bmi1-luciferase knock-in reporter, 24 h; 100% = twice the neutral-well signal; in the data active = activation above about 40%;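 note: 0% = median of the plate's neutral control wells and 100% = double that signal; a rise in the Bmi1 reporter signal indicates esBAF inhibition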
# F508del corr: correctors of CFTR F508del function in bronchial epithelial cells. activity (quench increase), % at 7.58 µM. AID 720511. 0.36% of 350,000 active. CFBE cells, YFP halide quenching; stimulated with forskolin plus potentiator P3; % fluorescence drop versus neutral controls;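 active = mean added fluorescence quench of at least 8% versus neutral control, with both replicates also reaching 8%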;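 note: cells transiently co-express mutant CFTR-F508del with the halide-sensitive YFP; corrector assay measuring rescue of mutant channel to the surface after 24 h compound exposure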
# GSIS activator: primary screen for activators of insulin secretion dependent on glucose, INS-1E cells, GLuc reporter luminescence. INS-1E GLuc reporter insulin secretion, 2-3 h. activation, % at 16.6 µM. 0.61% of 370,000 active;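 active = lowest replicate activation of at least 40%, so every replicate reaches that level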;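 note: 0% = median of neutral control wells and 100% = median of IBMX positive control wells; some compounds called inactive have numbers as strong as hits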
# RAD52 inh: RAD52 (human) annealing inhibition. P43351. inhibition, % at 18.7 µM. 0.46% of 360,000 active. recombinant RAD52 DNA annealing, FRET fluorescence. AID 651710;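 active = every replicate showing at least 50% inhibition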
# * hit, by the source's call; . = no result given; & = joins results of further samples.
1. CCc1ccc(NC(=O)NC2CCCCCCC2)cc1
2. CCCCCCCCN1C(=O)[C@H](CC(=O)N2CCOCC2)C[C@@]2(C(=O)OC)CC(C)(C)CC=C12
3. CC(C)(CO)CNC(=O)c1ccc2nc(Cc3cccc(Cl)c3)oc2c1
4. C[C@@H]1CN([C@@H](C)CO)C(=O)c2cccc(NS(C)(=O)=O)c2O[C@@H]1CN(C)S(=O)(=O)c1cn(C)cn1
5. Clc1ccc2c(NCCNC3CCCCC3)ccnc2c1
6. COC(=O)c1ccc(CN2CCC(CO)(Cc3ccccc3Cl)CC2)cc1
Compound	1	2	3	4	5	6
esBAF inh	58*	.	-6	-2	1	0
ERAP1 inh	0	3	2	1	-1	-5
ARNT-TACC3 inh	-7	.	-45	6	4	1
RAD52 inh	-11	10	-14	11	22	-38
Xi reactivation	0.0	0.0	-0.1	0.0	0.0	0.4
GSIS activator	28	-20	-12	7	21	-13
RAD54 branch	-8	.	-10	-5	43	.
F508del corr	-1.3	3.8	-5.7	1.4	7.2	0.1

7. COc1ccc(C(=O)NC2CCN(CC(=O)Nc3cccc(OC)c3)CC2)cc1
8. COc1ccc(-c2cn(CC[C@H]3CC[C@H](NS(=O)(=O)c4ccccc4C)[C@@H](CO)O3)nn2)cc1
9. O=C(COC(=O)C1COc2ccccc2O1)Nc1cccc(Cl)c1 (configuration not stated)
10. Cc1c(C(=O)/C=C/N(C)C)nnn1-c1ccc(Cl)cc1Cl
11. COc1ccc(NC(=O)N2CC(=O)N3[C@H](CO)[C@H](c4ccc(Br)cc4)[C@H]3C2)cc1
12. O=C1N=c2ccccc2=C1c1sc(=S)n(-c2ccc(O)cc2)c1O
Compound	7	8	9	10	11	12
esBAF inh	4	1	-5	.	.	2
ERAP1 inh	-3	-1	-5	.	-2	-1
ARNT-TACC3 inh	-8	3	-7	-4	.	-3
RAD52 inh	-8	8	-16	-80	-20	-20
Xi reactivation	0.0	-0.5	0.0	0.0	0.0	-0.1
GSIS activator	-3	-11	6	5	-2	8
RAD54 branch	-1	1	-7	.	.	-8
F508del corr	2.5	-0.4	-4.8	2.5	2.9	-1.6

13. COc1ccc(CCNC(=O)c2[nH]c(C)c(C(C)=O)c2C)cc1
14. O=C(CCN1CCCCC1)N[C@H]1CC[C@@H](CCNC(=O)c2cc(Cl)cc(Cl)c2)O[C@H]1CO
15. CC(C)c1csc(CN2CCN(Cc3ccc(F)c(F)c3)C(CCO)C2)n1 (configuration not stated)
16. COc1ccc(NS(=O)(=O)c2cc(NC(=O)C3CCCCC3)ccc2N2CCOCC2)cc1
17. CN(C)CC(=O)Nc1ccc2c(c1)[C@@H]1C[C@H](CC(=O)N3CCCCC3)O[C@@H](CO)[C@@H]1O2
18. O=c1c(F)cn(C2CCCO2)c(=O)n1Cc1ccccc1F (configuration not stated)
Compound	13	14	15	16	17	18
esBAF inh	-6	5	.	.	-2	4
ERAP1 inh	.	0	-3	3	0	-2
ARNT-TACC3 inh	-20	-34	-3	-4	-6	-5
RAD52 inh	.	-13	-15	-11	-7	-7
Xi reactivation	.	-0.1	-0.1	0.2	0.2	.
GSIS activator	-1	0	-18	-3	21	1
RAD54 branch	-10	4	.	.	6	0
F508del corr	.	-3.7	0.4	-1.2	0.1	1.7

# Structural class: the compounds so far with four or more nitrogen atoms.
4. C[C@@H]1CN([C@@H](C)CO)C(=O)c2cccc(NS(C)(=O)=O)c2O[C@@H]1CN(C)S(=O)(=O)c1cn(C)cn1
8. COc1ccc(-c2cn(CC[C@H]3CC[C@H](NS(=O)(=O)c4ccccc4C)[C@@H](CO)O3)nn2)cc1
10. Cc1c(C(=O)/C=C/N(C)C)nnn1-c1ccc(Cl)cc1Cl
Compound	4	8	10
esBAF inh	-2	1	.
ERAP1 inh	1	-1	.
ARNT-TACC3 inh	6	3	-4
RAD52 inh	11	8	-80
Xi reactivation	0.0	-0.5	0.0
GSIS activator	7	-11	5
RAD54 branch	-5	1	.
F508del corr	1.4	-0.4	2.5

# Carrying on.
19. CCn1cc(CN2CCC(C(=O)Nc3ccc(Oc4ccccc4)nc3)CC2)cn1
20. COCCN1C(=O)COc2ccccc2C1C(=O)NC(C)(C)C (configuration not stated)
21. C/C(=N\NC(N)=O)c1ccc(Cl)s1
22. CC1CCN(C(=O)COC(=O)Cn2cnc3ccccc32)CC1
23. COc1ccccc1C(C#N)N1N=C(C)CC1c1ccccc1 (configuration not stated)
24. COc1cccc(NC(=O)CCN2CCN(c3ccccc3F)CC2)c1
Compound	19	20	21	22	23	24
esBAF inh	.	.	7	-5	2	-1
ERAP1 inh	-4	0	-4	3	1	.
ARNT-TACC3 inh	-2	.	0	.	-4	2
RAD52 inh	-10	-14	-12	-63	-7	.
Xi reactivation	0.3	0.5	-0.1	0.0	0.2	.
GSIS activator	.	2	1	.	-7	3
RAD54 branch	16	.	3	-9	-5	3
F508del corr	-3.9	-0.3	-2.0	2.7	-0.8	.

# Structural class, those above containing sulfur (6)
4. C[C@@H]1CN([C@@H](C)CO)C(=O)c2cccc(NS(C)(=O)=O)c2O[C@@H]1CN(C)S(=O)(=O)c1cn(C)cn1
8. COc1ccc(-c2cn(CC[C@H]3CC[C@H](NS(=O)(=O)c4ccccc4C)[C@@H](CO)O3)nn2)cc1
12. O=C1N=c2ccccc2=C1c1sc(=S)n(-c2ccc(O)cc2)c1O
15. CC(C)c1csc(CN2CCN(Cc3ccc(F)c(F)c3)C(CCO)C2)n1 (configuration not stated)
16. COc1ccc(NS(=O)(=O)c2cc(NC(=O)C3CCCCC3)ccc2N2CCOCC2)cc1
21. C/C(=N\NC(N)=O)c1ccc(Cl)s1
Compound	4	8	12	15	16	21
esBAF inh	-2	1	2	.	.	7
ERAP1 inh	1	-1	-1	-3	3	-4
ARNT-TACC3 inh	6	3	-3	-3	-4	0
RAD52 inh	11	8	-20	-15	-11	-12
Xi reactivation	0.0	-0.5	-0.1	-0.1	0.2	-0.1
GSIS activator	7	-11	8	-18	-3	1
RAD54 branch	-5	1	-8	.	.	3
F508del corr	1.4	-0.4	-1.6	0.4	-1.2	-2.0

# Other results
25. CO[C@@H]1CN(C)C(=O)c2ccc(NC(=O)c3cnccn3)cc2OC[C@@H](C)N(C)C[C@H]1C
26. Cc1ccc(C(=O)N(CC(C)C)c2c(N)n(Cc3ccccc3)c(=O)[nH]c2=O)o1
27. COc1ccc(C2c3[nH]c4ccccc4c3C[C@H]3C(=O)N(c4ccccc4C(=O)N4CCC(C(=O)O)CC4)C(=O)N23)cc1 (some centres not stated)
28. C[C@H]1CN([C@@H](C)CO)C(=O)c2cccc(NS(=O)(=O)c3ccc(F)cc3)c2O[C@H]1CN(C)C(=O)Nc1cccc2ccccc12
29. Nc1nnc(C(=O)c2ccccc2N)s1
30. CCOC(=O)c1c(NC(=O)C2CCN(S(=O)(=O)c3ccc(Cl)cc3)CC2)sc2c1CCCC2
Compound	25	26	27	28	29	30
esBAF inh	-4	.	0	-3	3	.
ERAP1 inh	.	1	3	0	6	.
ARNT-TACC3 inh	-3	-1	8	3	7	2
RAD52 inh	.	-19	-10	-7	-11	.
Xi reactivation	0.3	0.1	.	0.1	.	0.1
GSIS activator	7	12	-14	-7	8	-4
RAD54 branch	-5	.	-5	-12	-3	-12
F508del corr	1.1	-0.1	-0.4	-1.7	-0.7	.

31. C[C@H]1CN([C@@H](C)CO)C(=O)c2cc(NS(=O)(=O)c3cccs3)ccc2O[C@H]1CN(C)C(=O)Nc1ccccc1
32. O=C(COC(=O)CSc1ccc([N+](=O)[O-])cc1)NCCC1=CCCCC1
33. O=C(NCc1ccccc1)NCc1cccs1
34. CCOc1cc(/C=C2/C(=N)N3OC(C)=CC3=NC2=O)ccc1OC(=O)c1ccco1
35. N/C(=N\OC(=O)c1ccc2c(c1)OCO2)c1ccc(Cl)cc1
36. COc1ccc(CCNc2cc(C)nc3c(-c4ccccc4)cnn23)cc1OC
Compound	31	32	33	34	35	36
esBAF inh	-6	3	9	1	28	.
ERAP1 inh	-4	4	-6	7	3	12
ARNT-TACC3 inh	3	1	6	-5	6	-7
RAD52 inh	3	-7	-15	-299	5	-3
Xi reactivation	-0.2	-0.1	0.0	-0.1	.	0.2
GSIS activator	4	0	6	9	-3	.
RAD54 branch	-10	-2	.	.	1	.
F508del corr	-2.4	3.4	-2.5	-0.4	2.8	.

37. COC(CNC(=O)c1c[nH]c2ccc(S(=O)(=O)N(C)c3ccc(F)cc3)cc2c1=O)OC
38. Cc1nccn1Cc1cccc2ccccc12
39. C[C@@H]1CN([C@H](C)CO)C(=O)c2cc(NC(=O)Cc3ccccc3)ccc2O[C@H]1CN(C)S(=O)(=O)c1ccc(F)cc1
40. COc1ccc(-c2nc(C#N)c(NCc3ccccc3Cl)o2)cc1OC
41. CC(C)NC(=O)Nc1ccc2c(c1)C(=O)N([C@H](C)CO)C[C@@H](C)[C@@H](CN(C)C(=O)Nc1ccc(C(F)(F)F)cc1)OCCCC[C@@H](C)O2
42. COC(=O)c1sccc1NC(=S)Nc1ccc(F)cc1F
Compound	37	38	39	40	41	42
esBAF inh	3	.	-1	.	0	.
ERAP1 inh	10	-2	-1	0	-3	7
ARNT-TACC3 inh	-1	1	-1	-9	-6	-3
RAD52 inh	9	-1	-13	-14	-9	-21
Xi reactivation	-0.1	-0.1	0.0	.	-0.1	0.0
GSIS activator	-8	15	-17	-17	11	8
RAD54 branch	4	6	0	.	-5	.
F508del corr	-1.3	-2.9	-1.2	1.0	2.6	2.7

43. Fc1ccc(NC(=S)N2CCn3cccc3C2c2cccnc2)cc1 (configuration not stated)
44. COCC(=O)N1C[C@@H](C)[C@H](OC)CN(C)C(=O)c2ccc(NC(=O)Nc3ccccc3)cc2OC[C@H]1C
45. Cc1[nH][nH]c(=O)c1C(c1ccc(-c2ccc(F)cc2)o1)c1c(C)[nH][nH]c1=O
46. CCCSc1nnc(-c2cccc(S(=O)(=O)N(C)C)c2)n1-c1cc(OC)ccc1OC
47. COc1ccccc1CNC(=O)CNC(=O)c1ccc(Br)o1
48. C[C@H](O)[C@@H]1C(=O)N2CCc3c([nH]c4ccccc34)[C@@H]2C[C@@H]1N(C)C(=O)Nc1cc(Cl)cc(Cl)c1
Compound	43	44	45	46	47	48
esBAF inh	4	4	.	-2	0	-7
ERAP1 inh	0	1	-1	.	5	1
ARNT-TACC3 inh	2	-4	48*	-8	-5	.
RAD52 inh	-23	-4	-6	.	-4	3
Xi reactivation	0.0	0.2&0.2	0.0	.	0.0	0.3
GSIS activator	0	-17&1	-8	-9	-4	-21
RAD54 branch	-6	3	.	1	5	0
F508del corr	1.7	0.4	0.7	.	0.3	-2.4

49. Cc1ccc(N(C)S(=O)(=O)c2ccc3c(c2)NC(=O)C(C)S3)cc1 (configuration not stated)
50. Cc1onc(NC(=O)CSCC(=O)O)c1Br
51. CNC(=S)Nc1cc(OC)c(NC(=O)c2ccco2)cc1OC
52. Cc1ccc(CNC(=O)C2CCC(CNS(=O)(=O)c3cccc4cccnc34)CC2)cc1 (configuration not stated)
53. CCN(CC)S(=O)(=O)c1ccc(N2CCCC2)c(NC(=O)c2c(-c3ccccc3)noc2C)c1
54. C[C@H](c1ccccc1)N1C[C@@H](COCc2ccccc2)Oc2cccc(N3CCCC3)c2S1(=O)=O
55. CN(C)C(=O)C1CC(=O)OC12CCCCC2 (configuration not stated)
Compound	49	50	51	52	53	54	55
esBAF inh	0	.	.	3	-11	.	-10
ERAP1 inh	-1	.	1	-3	-1	.	.
ARNT-TACC3 inh	-1	.	-9	0	-6	.	.
RAD52 inh	-2	-2	-9	3	-1	-33	-2
Xi reactivation	0.0	0.0	0.0	0.1	0.5	0.0	0.0
GSIS activator	-24	.	17	-11	8	6	.
RAD54 branch	-9	-11	.	-1	7	.	.
F508del corr	0.0	-0.1	0.8	-2.8	-1.3	-0.8	0.8
